# HBB splice mod = modulators of hemoglobin beta chain splicing; HBB splicing reporter cell assay, activation; EGFP reporter with mutant IVS2-654 intron; response scale: normalised to 500 nM splice-correcting PNA; Potency, µM (doses to about 46.1 µM), without a hit: top-dose activation, hits mostly activators; 65,000 compounds, 0.06% hits; further: potency means the concentration at half of the fitted maximal effect; 0% is about no effect
#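 Compounds were applied for 2 days to HeLa EGFP-654 cells, 500/well in Optimem with 2% FCS. The reporter's EGFP is disrupted by mis-splicing of beta-globin intron IVS2-654. Readout: summed well GFP fluorescence from 488 nm laser scanning; reference was 500 nM antisense […] 654 PNA.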
# A350 fluor = compound fluoresces in the Alexa 350 spectral region; 59,000 compounds, 11% hits; max dye-equivalent concentration, M; Compound autofluorescence, 340/450 nm, Alexa 350 dye-equivalents; active compounds read high; in the data active means max dye-equivalent concentration above about 10 nM; inconclusive means mostly about 1.1 nM to 9.6 nM
# FLuc inh = blocks Photinus pyralis firefly luciferase activity | AID 411 | 72,000 compounds, 2.2% hits | Potency, µM (titrated, usually from 57.1 µM), inactives show at the top dose activity change, negative = inhibition, most hits filed as inhibitors | purified firefly luciferase, luminescence, 8 min | P08659; further: potency means the concentration at half of the fitted maximal effect; on the % scale 0 is the no-effect control and ±100 the full control effect; nearly all actives have a fitted effect of over 40% in size
# Target sequence (P08659 whole entry, looked up): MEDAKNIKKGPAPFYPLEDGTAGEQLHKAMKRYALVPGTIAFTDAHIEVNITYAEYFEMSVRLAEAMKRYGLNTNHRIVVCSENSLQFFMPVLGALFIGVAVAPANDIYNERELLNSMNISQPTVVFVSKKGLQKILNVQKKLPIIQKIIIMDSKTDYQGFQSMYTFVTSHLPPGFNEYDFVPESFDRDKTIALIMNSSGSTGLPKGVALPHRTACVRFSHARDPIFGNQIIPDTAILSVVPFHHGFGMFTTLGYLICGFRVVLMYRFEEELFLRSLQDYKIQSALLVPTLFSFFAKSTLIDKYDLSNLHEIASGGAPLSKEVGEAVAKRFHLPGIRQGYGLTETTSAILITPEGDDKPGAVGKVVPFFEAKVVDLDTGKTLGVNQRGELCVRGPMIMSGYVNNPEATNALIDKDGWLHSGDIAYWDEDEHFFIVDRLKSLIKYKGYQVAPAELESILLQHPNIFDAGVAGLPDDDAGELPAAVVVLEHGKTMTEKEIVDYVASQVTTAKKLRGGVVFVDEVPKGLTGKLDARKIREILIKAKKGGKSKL
#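 Luminescence read-out after 8 min at room temperature; enzyme reaction used luciferin plus 10 uM ATP (linear range) in imidazole buffer pH 7.2 with KCl, MgCl2, Tween 20 and BSA. Each sample was run as a titration.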
# Hsp90 Hop PPI = changes Hsp90-Hop TPR2A binding signal, up or down; 71,000 compounds, 0.44% hits; Potency, µM (doses to about 57 µM), without a hit: at the highest dose activity change, negative = inhibition; AlphaScreen TPR2A-His6 binding biotin-Hsp90 C-terminal peptide; AID 595; active means well fitted curve in either direction with a large enough effect; inconclusive means small, poorly fitted or top-dose-only effect, or another doubt; further: potency means the concentration at half of the fitted maximal effect; on the % scale 0 is the no-effect control and ±100 the full control effect; many of its hits are not listed in these tables
# Ub-GFP proteasome = inhibits proteasome, raising ubiquitin-GFP reporter fluorescence. Ubiquitin-GFP reporter cells, proteasome inhibition, GFP fluorescence; response scale: untreated = 0%, 10 µM MG-132 = 100%. Potency, µM (titrated, usually from 45.9 µM), for the others: at the top dose activation (GFP accumulation), hits mostly activators. 67,000 tested, under 10 active. AID 526; active means well fitted activation curve with a large enough effect, not every such curve was filed as active; inconclusive means small, poorly fitted or top-dose-only effect, or another doubt; inactive means no such curve, though single readings can be large or run the other way; further: potency means the concentration at half of the fitted maximal effect
#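 U2OS cells stably expressing ubiquitin(G76V)-GFP, seeded overnight in 0.5% FBS medium, were exposed to compounds (qHTS, 46 uM to 2.9 nM) for 4 hr at 37 °C. GFP-positive cells were counted by laser cytometry (488 ex/515 em), normalized between basal and 10 uM MG-132.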
# Fluorescein fluor = compound fluoresces in the fluorescein spectral region | 59,000 compounds, 0.91% hits | Compound autofluorescence, 480/540 nm, fluorescein-equivalent; active compounds read high | max fluorescein-equivalent concentration, M; in the data active means max fluorescein-equivalent concentration above about 10 nM; inconclusive means between about 1.1 nM and that limit
#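 In this qHTS profile, compound fluorescence was measured with a 480 nm/540 nm filter pair following a 15-min room-temperature incubation in 100 mM Tris (pH 8.0). A six-point fluorescein series on each plate served for normalization.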
# ERK AVP block = vasopressin-driven ERK pathway inhibition; HEK293-V1b, vasopressin-stimulated pERK AlphaScreen; Potency, µM (top dose mostly 57.5 µM), inactives show at the top dose activity, negative = inhibition, hits mostly inhibitors; 72,000 compounds, 0.99% hits; AID 995; further: potency means the concentration at half of the fitted maximal effect; on the % scale 0 is the no-effect control and ±100 the full control effect; nearly all actives have a fitted effect of over 55% in size
#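 qHTS, compounds titrated on V1b-expressing HEK293 cells. Preincubation 30 min at 37C, vasopressin 25 nM for 5 min, lysis 10 min, bead incubation 5 hr at room temperature.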
# CRE-bla Fsk = CRE-bla signaling modulation under forskolin stimulation | CHO CRE-bla reporter (cAMP response element driving beta-lactamase), forskolin EC10, beta-lactamase ratio | Potency, µM (top dose mostly 38.2 µM), for the others: at the top dose activity change, negative = inhibition, actives largely listed as activators | AID 662 | 71,000 compounds, 2.5% hits; active means well fitted activation curve with a large enough effect in the signal ratio, with a control signal flat, not every such curve was filed as active; inconclusive means small, poorly fitted or top-dose-only effect, or effect the other way, or a change in a side signal; the % refers to the signal ratio; further: potency means the concentration at half of the fitted maximal effect; % of control where 0% means no effect
#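 Beta-lactamase reporter under a cAMP responsive element in CHO cells; compounds tested in titration series against EC10 NKH 477, 3 h at 37 °C. Read-out: CCF4 FRET ratio 460nm/530nm (excitation 405nm) giving %Activity, fitted to AC50.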
# Epigenetic mod = derepresses silenced GFP locus in mouse C127i cells | Potency, µM (titrated, usually from 46.1 µM), for inactives: at the top dose GFP derepression (activation) | mouse C127i GFP locus derepression, cytometry, 30 h | AID 597 | 68,000 compounds, 0.09% hits; further: % of control where 0% means no effect
#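 Murine C127i mammary cells carrying a silenced, stably integrated CMV-driven GFP reporter were treated with compound for 30 hours at 37 C. After PBS washes, GFP-positive cells were counted by laser-scanning microplate cytometry.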
# Texas Red fluor = Texas Red region autofluorescence; AID 587; max dye-equivalent concentration, M; 59,000 compounds, 0.06% hits; Compound fluorescence, Texas Red channel, 547/618 nm; active compounds read high; in the data active means max dye-equivalent concentration above about 10 nM; inconclusive means between about 1.1 nM and that limit
#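 Texas Red-region profiling: compounds in 100 mM Tris pH 8.0 were read at 547/618 nm after 15 min at room temperature. Intensities were normalized against a six-point Texas Red standard series to give dye-equivalent concentration.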
# 4-MU autofl = compounds fluorescent in 4-MU spectral region; compound autofluorescence, 340/450 nm, 4-MU equivalents; active compounds read high; max dye-equivalent concentration, M; AID 589; 59,000 compounds, 11% hits; in the data active means max dye-equivalent concentration above about 10 nM; inconclusive means mostly about 1.1 nM to 9.6 nM
#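 Compounds in 100 mM Tris, pH 8.0, sat 15 min at room temperature before fluorescence was read at 340 nm excitation/450 nm emission; a per-plate six-point 4-MU standard curve converted signals to dye-equivalent concentration at each compound concentration.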
# The depositor's hits bear a star; i = inactive; ? = inconclusive; / = no result given; [ ] = another dose, or the depositor's remark. Unless noted, the call rests on the fitted dose curve; in most records, active means well fitted curve in the direction sought with a large enough effect; inconclusive means small, poorly fitted or top-dose-only effect, or another doubt; inactive means no such curve, though single readings can be large; an effect the other way counts as inactive or inconclusive. A portion of the library; count on the stated rates, not on these rows.
SMILES,HBB splice mod,A350 fluor,FLuc inh,Hsp90 Hop PPI,Ub-GFP proteasome,Fluorescein fluor,ERK AVP block,CRE-bla Fsk,Epigenetic mod,Texas Red fluor,4-MU autofl
COc1ccc(S(=O)(=O)N2CCC(C(=O)c3ccc4c(c3)OCCO4)CC2)cc1,/,i,2%,-1%,-2%,i,6%,?,3%,i,i
O=C(O)COCCN1CCN([C@@H](c2ccccc2)c2ccc(Cl)cc2)CC1,2.8%[20.6 µM],2.8e-08M*,7%[25.5 µM],0%[26 µM],1%[20.5 µM],i,-9%[25.7 µM],0%[17.1 µM],-3%[20.6 µM],?,2.4e-08M*
CC1(C(=O)NC2CCCC2)CCC(=O)N1CCC1=CCCCC1 (stereo unspecified),0.8%,i,1%,-2%,5%,i,1%,3%,-1%,i,i
Cc1cc(=O)[nH]c(SCC(=O)Nc2nnc(CC(C)C)s2)n1,0.7%,i,0%,-4%,17%,i,-15%,-4%,-2%,i,i
O=C(NCc1cccs1)c1ccncc1,-0.5%,i,0%,-2%,-4%,?,-26%,-18%,6%,i,i
CCCN(CCC)C(=O)C1c2ccccc2Oc2ccccc21,-0.8%,/,-5%,2%,2%,/,-12%,-1%,5%,/,/
C=CCNc1nc2c(c(=O)n(C)c(=O)n2C)n1Cc1ccc(F)cc1,-0.4%,/,4%,0%,14%,/,/,-4%,/,/,/
O=C(O)c1ccc(COc2c(F)c(F)cc(F)c2F)cc1,0.6%,?,1%,-2%,8%,i,8%,-6%,2%,i,i
CCNC(=O)CC1C(=O)N(c2ccccc2)C(=O)N1Cc1ccc(OC)cc1 (stereo unspecified),4.0%,i,3%,-4%,6%,i,6%,2%,6%,i,i
O=C1c2cccnc2C(Nc2ccc(S(=O)(=O)N3CCCCC3)cc2)N1Cc1ccccc1 (stereo unspecified),-0.8%,i,0%,-2%,0%,i,-9%,-9%,0%,i,i
CCN1CCN(Cc2ccc3c(c2)Cc2ccccc2-3)CC1,0.4%,/,-4%,-5%,21%,/,-19%,2%,-2%,/,/
CCCNC(=O)C(Cc1ccccc1)NS(=O)(=O)c1cccc2nsnc12 (stereo unspecified),2.0%,i,2%,-2%,-15%,i,18%,-14%,3%,i,i
COc1ccccc1CCn1c(=O)c(-c2cc(F)cc(F)c2)nc2cncnc21,1.2%,i,0%[11.4 µM],0%,6%,?,-2%,?,0%[9.22 µM],i,i
COc1cccc(-c2cc(C(F)(F)F)n3ncc(C(=O)NCC4CCCO4)c3n2)c1 (stereo unspecified),-1.2%,3e-08M*,3%,-4%,-6%,i,-23%,?,2%,i,2.9e-08M*
O=C1CC(N2CCN(c3ccccc3Cl)CC2)C(=O)N1c1cccc(F)c1 (stereo unspecified),-1.5%,i,3%,?,2%,i,-8%,-11%,0%,i,i
CCC(C)C(NC(=O)OC(C)(C)C)C(=O)NCc1ccco1 (stereo unspecified),0.0%[57.5 µM],i,2%,-2%,2%,?,10%,-2%,-2%,i,i
C[C@@H]1CC[C@H]2[C@H](C)[C@H]3[C@H](C[C@H]4[C@@H]5CC=C6C[C@@H](O)CC[C@@]6(C)[C@@H]5C[C@@H](O)[C@]34C)N2C1,1.1%[9.22 µM],i,3%[11.4 µM],-2%[11 µM],-6%[9.17 µM],i,-2%[11.5 µM],8%[7.6 µM],0%[9.22 µM],?,i
CCN(C1CCCCC1)S(=O)(=O)c1ccc(S(=O)(=O)NCCc2ccncc2)cc1,/,i,0%,0%,1%,i,9%,16%,-1%,i,i
CC(=O)O[C@]1(C)N=NC2(CCCCC2)O1,3.1%[9.22 µM],i,2%[11.4 µM],-2%[11 µM],-6%[9.17 µM],i,5%[11.5 µM],?,4%[9.22 µM],i,i
Cc1ccc(S(=O)(=O)N2CCN(c3nc(C)c4c(c3C#N)CC(C)(C)OC4)CC2)cc1,/,2.1e-08M*,1%[25.5 µM],/,/,?,/,/,2%[20.6 µM],i,1.8e-08M*
COc1ccc(-c2cc(=O)[nH]c(=O)[nH]2)cc1,/,i,-2%[25.5 µM],/,/,i,/,/,0%[20.6 µM],i,i
COc1ccc(C2c3c(oc4ccccc4c3=O)C(=O)N2c2ccccn2)cc1 (stereo unspecified),0.7%,/,2%,-3%,-4%,/,-11%,-5%,1%,/,/
CCOC(=O)N1CCC(NC(=O)CSCc2nc(-c3ccc(OC)c(OC)c3)oc2C)CC1,-0.6%,i,5%,0%,3%,i,7%,4%,1%,?,i
O=C(c1ccc(NC2=NC3CS(=O)(=O)CC3S2)cc1)N1CCN(C(=O)c2ccco2)CC1 (stereo unspecified),0.0%,/,-1%,-6%[2.3 µM],11%,/,-6%,-1%,/,/,/
Cn1cc(CN2CCc3ccccc3C2)c2ccccc21,0.6%,i,0%,-5%,-4%,?,0%,?,-3%,i,i

# Other results
SMILES,HBB splice mod,A350 fluor,FLuc inh,Hsp90 Hop PPI,Ub-GFP proteasome,Fluorescein fluor,ERK AVP block,CRE-bla Fsk,Epigenetic mod,Texas Red fluor,4-MU autofl
Cc1ccc(NC(=O)C2CCN(C(=O)NC3CCCCC3)CC2)cc1Cl,/,i,2%,-3%,-2%,i,1%,0%,1%,i,i
CCN(CC)c1cccc(OCC(=O)N(C)CCC#N)c1,2.1%[57.5 µM],i,-8%,-17%,1%,i,-18%,?,2%,?,i
O=C(NCc1cccs1)c1cc2c(s1)CCCC2,-0.1%[57.5 µM],i,-14%,3%,-3%,i,-24%,-3%,0%,i,i
CS(=O)(=O)NCc1nnc(SCc2ccccc2C(F)(F)F)o1,/,i,1%,1%,4%,i,-15%,3%,-1%,i,i
Cc1csc2ncc(C(=O)Nc3ccccc3F)c(=O)n12,0.1%,/,-7%,0%,12%,/,/,-9%,/,/,/
CC(C)C(=O)Nc1cccc(NC(=O)c2cccnc2)c1,0.8%,i,0%,-4%,-4%,?,-8%,-7%,-1%,?,i
O=C(CCN1C(=O)c2ccccc2C1=O)Nc1ccc(-c2nc3ccccc3o2)cc1,-0.7%,i,-9%,-1%,1%,i,-9%,-4%,-2%,?,i
COc1ccc(NC(=O)c2sc(SC)nc2N)cc1,/,i,-30%,-3%,3%,i,-17%,?,0%,i,i
O=C(Nc1ccccc1)N1CC[C@@]2(CCCN(C(=O)c3cnccn3)C2)C1,4.0%,i,2%[11.4 µM],2%,4%,?,0%,-2%,0%[9.22 µM],i,i
O=C(COC(=O)c1ccc(NS(=O)(=O)c2ccc3c(c2)OCCO3)cc1)NCC1CCCO1 (stereo unspecified),-1.1%,i,-35%,0%,1%,i,-1%,-13%,-5%,i,i
CCn1nnnc1-c1ccc(OC)c(S(=O)(=O)Nc2ccc(C(=O)OC)cc2)c1,-0.9%,i,2%,-2%,-2%,i,-8%,-8%,4%,?,i
CCS(=O)(=O)Nc1ccc(Cc2ccncc2)cc1,-1.2%,i,2%,-5%,4%,?,-7%,?,-3%,i,i
CCc1ccc2oc(-c3cc(N)ccc3O)nc2c1,0.8%[57.5 µM],?,1µM*,-9%,2%,i,-8%,-7%,-3%,i,i
CCOC(=O)C1CCCN(C(=O)C2CCN(S(=O)(=O)CC)CC2)C1 (stereo unspecified),-1.2%,?,0%,-3%,9%,i,1%,?,-1%,i,?
CN(C)c1ccc(C2N(c3ccc(Cl)cc3)C(=O)C3CCCN32)cc1 (stereo unspecified),0.3%,/,-6%,-2%,6%,/,-10%,-4%,0%,/,/
COc1ccc2[nH]c(C)c(C(=O)CN(C)C)c2c1,0.3%,i,0%,0%,-1%,i,3%,-1%,-4%,i,i
Nc1nc(Cn2nnc(-c3ccccc3F)n2)nc(N2CCOCC2)n1,-0.5%,i,3%,-2%,-4%,i,37%[activator],25%,0%,i,i

# As a working copy, 5 of the compounds above:
SMILES,HBB splice mod,A350 fluor,FLuc inh,Hsp90 Hop PPI,Ub-GFP proteasome,Fluorescein fluor,ERK AVP block,CRE-bla Fsk,Epigenetic mod,Texas Red fluor,4-MU autofl
CCc1ccc2oc(-c3cc(N)ccc3O)nc2c1,0.8%[57.5 µM],?,1µM*,-9%,2%,i,-8%,-7%,-3%,i,i
CCOC(=O)C1CCCN(C(=O)C2CCN(S(=O)(=O)CC)CC2)C1 (stereo unspecified),-1.2%,?,0%,-3%,9%,i,1%,?,-1%,i,?
CN(C)c1ccc(C2N(c3ccc(Cl)cc3)C(=O)C3CCCN32)cc1 (stereo unspecified),0.3%,/,-6%,-2%,6%,/,-10%,-4%,0%,/,/
COc1ccc2[nH]c(C)c(C(=O)CN(C)C)c2c1,0.3%,i,0%,0%,-1%,i,3%,-1%,-4%,i,i
Nc1nc(Cn2nnc(-c3ccccc3F)n2)nc(N2CCOCC2)n1,-0.5%,i,3%,-2%,-4%,i,37%[activator],25%,0%,i,i

# Compound activity deposited in PubChem by National Center for Advancing Translational Sciences (NCATS).
